TTR transcr act – TTR transcription activation, primary screen; SH-SY5Y TTR promoter Gaussia luciferase, luminescence; 100% = recombinant luciferase protein wells; 1.3% of 92,000 active; activation, % at 16.7 µM;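 active = activation above the mean of all tested compounds plus 3 SD, cut at about 9.5% in these data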;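 note: cells exposed to compounds for one day before reading; 0% = median of all test compound wells on the plate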
Active calls of the source: *. Some of the compounds tested (hit frequency here may not be typical).

TTR transcr act | Compound
1.5 | Cc1ccc(SCC(=O)Nc2cccc(C)c2)cc1
6.6 | O=C(COC(=O)c1ccco1)NC12CC3CC(CC(C3)C1)C2
-1.0 | NC(=O)c1ccc(NC(=O)COC(=O)c2ccccc2Nc2ccccc2)cc1
1.1 | COc1ccc(NC(=O)COc2ccc(/C=N/O)cc2OC)cc1
-2.8 | CCOCCCNC(=O)C(NC(=O)c1ccc(=O)[nH]c1)c1ccc(Cl)cc1 (stereo not drawn)
2.6 | CC(C)CCNC(=O)NC(=O)CN1C(=O)NC2(CCCCC2)C1=O
0.6 | Cc1ccccc1NC(=O)N1C2CCC1CC(O)(c1cccnc1)C2 (stereo not drawn)
1.0 | CCOC(=O)C(NC(=O)c1ccccc1)C(C)(C)SCc1ccccc1 (stereo not drawn)
-0.2 | COc1cc(C2N(c3ccc(Cl)c(Cl)c3)C(=O)C3CCCN32)cc(OC)c1OC (stereo not drawn)
-1.4 | Cc1ccc(S(=O)(=O)N2CCN(C(=O)CSc3nnnn3C)CC2)c(C)c1
-1.5 | CC(=O)Nc1ccc(Oc2ncccn2)cc1
-0.9 | COc1cccc(NC(=S)N(CCCN2CCN(C)CC2)Cc2ccco2)c1
-0.5 | COc1ccccc1CC(NC(C)=O)C(=O)NC1CCN(C(=O)c2cccc(Cl)c2)CC1 (stereo not drawn)
8.7 | CC(C)Cc1ccc(C(C)C(N)=Nc2ccc(O)cc2)cc1 (stereo not drawn)
-0.9 | CCCCCCCCN1C(=O)[C@@H](CC(=O)N2CCN(C(=O)C3CC3)CC2)C[C@@]2(C(=O)OC)C1=C[C@H](COCc1ccccc1)O[C@@H]2C
-0.8 | C=CC[C@@H](CC(=O)N[C@@H](CO)Cc1ccccc1)C(=O)NC[C@@H](OC(=O)[C@@H](CC=C)Cc1ccc(F)cc1)c1ccccc1
-0.1 | C(=C\N1CCCCCC1)/c1nnnn1-c1ccc(-c2ccccc2)cc1
-2.3 | CC(C(=O)N1CCc2ccccc21)N1CCc2ccccc2C1 (stereo not drawn)
-2.2 | O=C(N/N=C/c1sc(=O)n(-c2ccccc2)c1Cl)c1ccccc1
-0.6 | Cc1ccc(C(=O)CCNc2ccccc2)o1
0.6 | O=C(CSc1nnc(CNC(=O)c2ccco2)o1)Nc1nc2ccccc2s1
1.7 | CN(C(=O)C1CCOC1)c1nnc(-c2ccncc2)s1 (stereo not drawn)
0.1 | O=C(NCCN1CCOCC1)c1ccc(Cl)c([N+](=O)[O-])c1
-0.3 | N#Cc1cn(CC(=O)NCC2CCCO2)c2ccccc12 (stereo not drawn)
1.0 | COc1ccccc1CNC(=O)C1CCN(S(=O)(=O)c2ccc3c(c2)C(C)(C)C(=O)N3C)CC1
1.8 | COc1cc(OC)cc(C(=O)NC2CCN(CCCOc3ccccc3)CC2)c1
0.7 | CCOc1cccc2sc(N(CCCN(C)C)C(=O)Cc3ccccc3)nc12
0.3 | C[N+]1(C2CCC3CCCC2C3O)CCCCC1 (stereo not drawn)
2.4 | CCCOc1ccc(OCCOCCN2CCc3ccccc3C2)cc1
-1.7 | Cc1cc(OCC(=O)NC2CCN(Cc3ccccc3)CC2)c2c(C)cc(=O)oc2c1
-1.1 | COc1cc(/C=N/NC(=O)c2cccnc2)ccc1OC(=O)c1ccc([N+](=O)[O-])cc1
27.5* | O=C(Nc1ccc(F)cc1)N(Cc1cccs1)Cc1cc2cc3c(cc2[nH]c1=O)OCO3
0.2 | CCOC(=O)c1ccc(-n2c(=O)[nH]c3ccccc3c2=O)cc1
-0.8 | CC1=NN(c2cccc(Cl)c2)C(=O)C1
-1.0 | CCCOC(c1ccccc1)(c1ccccc1)C(Oc1nc(C)cc(C)n1)C(=O)O (stereo not drawn)
-4.0 | C[c-]1[c-](C)[c-](C)[c-](C)[c-]1C.[Fe].c1cc2nccc(N3CCCC3)[c-]2c1 (stereo not drawn)
0.5 | COC[C@H]1CCCN1[C@@H]1CS(=O)(=O)N[C@H]1COCc1ccccc1
-0.2 | COc1ccc(CCC(=O)N2CCCC(Nc3ccc(C)c(C)c3)C2)cc1OC (stereo not drawn)
-1.6 | O=S1(=O)CCOC[C@H](CC2CCCCC2)N1Cc1ccc(Cl)cc1
-0.3 | O=C(Nc1ccc(Cl)c([N+](=O)[O-])c1)c1ccncc1
-1.8 | CCOC(=O)c1ccc(NC(=O)CCOc2ccccc2)cc1
4.3 | Cc1cccc(C(=O)NC(=S)NNC(=O)c2ccccc2Cl)c1
-1.3 | COc1ccccc1N1CC(C(=O)Nc2nnc(SCc3cccnc3)s2)CC1=O (stereo not drawn)
-1.5 | CC(C)CNC(=S)NC(=O)c1ccccc1Cl
1.1 | Clc1cc(Cl)cc(CNC2CCC23CCCCC3)c1 (stereo not drawn)
-0.4 | CN(C)CCNC(=O)CN1C(=O)COc2ccc(C(C)(C)C)cc21
0.5 | CCC(CC)NCCOC(=O)c1ccc([N+](=O)[O-])cc1
-0.5 | CCOC1=NN(c2ccccc2)C(=O)/C1=C\N(C)C
1.1 | O=C(COc1ccccc1)NNc1nc2c(F)cc(F)cc2s1
0.8 | O=C(NCc1nc2ccccc2[nH]1)c1c(F)c(F)c(F)c(F)c1F
-0.2 | CCOC(=O)C1CCN(C(=O)c2c(-c3ccccc3)noc2C)CC1
1.8 | COc1cc(C2=NC(CO)(CO)CO2)cc(OC)c1OC
1.7 | Cc1ccc(S(=O)(=O)NNc2ccccc2)c(C)c1
1.0 | COc1ccc(C(=O)NCc2ccc3[nH]c(C)cc3c2)cc1OC
1.8 | Cc1noc(C)c1CSc1nnc(-c2ccncc2)n1-c1cccc(Cl)c1C
-3.4 | N#CC1=C(S)N=C(N)C(c2nc(-c3ccccc3)cs2)C12CCCCC2 (stereo not drawn)
-1.7 | Cn1c(SCC(=O)Nc2ccc3nc(SCC(=O)N4CCCC4)sc3c2)nnc1-c1ccccc1
-0.2 | CC(C)(C)NC(=O)CC(CC(=O)O)c1ccccc1 (stereo not drawn)
2.0 | CN1CCN(C(=S)Nc2ccc(Cl)cc2)CC1
-1.0 | CCOC(=O)Cn1c(=O)oc2cc(S(=O)(=O)Nc3c(C)cc(C)cc3C)ccc21

The listing continues:
TTR transcr act | Compound
0.4 | O=C1CSCC(=O)N1c1ncc(C(F)(F)F)cc1Cl
2.2 | NNc1nc(-c2ccccc2)cs1
-0.1 | N/C(=N\OC(=O)Cc1ccccc1)c1cccc(Br)c1
0.7 | CCN(CC)S(=O)(=O)c1ccc(N2CCOCC2)c(NC(=O)c2ccccc2)c1
-1.2 | O=C(NCCc1cccc(F)c1)C1CCCN(c2nc3ccccc3s2)C1 (stereo not drawn)
0.2 | O=C(O)/C(=C\c1ccc(Br)cc1)NC(=O)c1cccs1
-0.2 | CCn1c(CNC(=O)C23CC4CC(CC(C4)C2)C3)nnc1SC
-1.6 | C[C@@H](C(=O)N[C@H](C(=O)O)c1ccccc1)n1nnc2ccccc2c1=O
-0.8 | CCOc1cccc(=O)c2c(C)n(CC3CCCO3)c(C)c12 (stereo not drawn)
-1.2 | CC(C)OC(=O)C1=CNCC(C)(C)c2c1[nH]c1cc(F)ccc21
3.2 | CCN1CCN(CC(O)COc2ccc3c(C)cc(=O)oc3c2)CC1 (stereo not drawn)
-0.9 | COC(=O)c1nn(-c2ccc(Cl)cc2)c(=O)cc1Sc1ccccn1

4 of the compounds above, as labelled records:
O=C(O)/C(=C\c1ccc(Br)cc1)NC(=O)c1cccs1
  TTR transcr act: 0.2
CCn1c(CNC(=O)C23CC4CC(CC(C4)C2)C3)nnc1SC
  TTR transcr act: -0.2
C[C@@H](C(=O)N[C@H](C(=O)O)c1ccccc1)n1nnc2ccccc2c1=O
  TTR transcr act: -1.6
CCOc1cccc(=O)c2c(C)n(CC3CCCO3)c(C)c12 (stereo not drawn)
  TTR transcr act: -0.8

Carrying on.
TTR transcr act | Compound
-0.5 | COc1ccc(C(=O)NCCSCc2cccc(Cl)c2)cc1OC
0.3 | CCOc1nc(-c2ccc(Cl)cc2Cl)ccc1C#N
-0.2 | O=C(CCC1CCCCC1)Nc1nccs1
-2.4 | O=C1NCCCC1C(=O)N/N=C/c1cccc(O)c1 (stereo not drawn)
-0.8 | CCNc1ccc(C(=O)OCC(=O)NCc2ccccc2Cl)cc1[N+](=O)[O-]
1.3 | O=C(O)c1cc(-n2nnnc2SCc2ccccc2F)ccc1Cl
-1.7 | S=C1NCCN1CC1CCN(CCCC2CCCC2)CC1
0.9 | CCS(=O)(=O)c1ccc2c(c1)N(S(=O)(=O)c1ccc(Cl)cc1)CC(C(=O)O)O2 (stereo not drawn)
4.5 | CCn1nc(C)c(C2C(C#N)=C(N)OC3=C2C(=O)CCC3)c1C (stereo not drawn)
-1.3 | C[C@@H](CN=[N+]=[N-])CN1CC[C@H](O)CCC1=O
1.0 | N#Cc1c(N)nc2c(c1-c1ccc3c(c1)OCO3)CCCCCC2
-0.7 | CC(C)(Oc1ccc(Cl)cc1)C(=O)NCC(c1ccco1)N1CCCCC1 (stereo not drawn)
0.0 | CCCNc1nc(N)nc(-c2cc(Cl)ccc2OC)n1
0.3 | CCOCCCNC(=O)/C(C#N)=C/c1cc(C)c(O)c(C)c1
0.1 | CCOc1ccc(CCNc2ccc3nnc(-c4ccccc4)n3n2)cc1OCC
-0.2 | O=C1CSc2cc(Cl)ccc2N1
0.8 | Cc1ccc2c(=O)n3c(nc2c1)C(Cc1ccccc1)NC(=O)c1cc(Cl)ccc1-3 (stereo not drawn)
-0.2 | C=CCSC1=C(C#N)C(c2ccc(C(C)C)cc2)CC(=O)N1 (stereo not drawn)
0.2 | CCOC(=O)C1CCCN(C(=O)c2cc(Cl)ccc2NC(=O)C2=C(C)OCCS2)C1 (stereo not drawn)
1.0 | Cc1ccc(Nc2ccccc2N)cc1
-0.4 | Cc1cccc(Nc2nc(-c3ccccc3)c(C(=O)Nc3cccnc3)s2)c1
-1.2 | Cc1nnc(SCC(=O)N2CCCCC2)s1
1.4 | O=c1[nH]c2nc(Br)[nH]c(=O)c2[nH]1
0.7 | CCCCOc1ccc(-c2nnc(N)s2)cc1

Arranged by length of the SMILES (ascending): some entries from above
TTR transcr act | Compound
1.0 | Cc1ccc(Nc2ccccc2N)cc1
-1.2 | Cc1nnc(SCC(=O)N2CCCCC2)s1
0.7 | CCCCOc1ccc(-c2nnc(N)s2)cc1
0.1 | CCOc1ccc(CCNc2ccc3nnc(-c4ccccc4)n3n2)cc1OCC

Further compounds
TTR transcr act | Compound
-0.7 | O=C(NCCc1ccc2c(c1)OCCO2)c1cccc(F)c1
-0.2 | CCOC(=O)c1cc2c(C)n(-c3ccc(OCC)cc3)c(C)c2cc(C(=O)OCC)c1=O
3.2 | CC(C)Cc1nccs1
-2.1 | N#Cc1ccc(NC(=S)/N=C(\N)c2ccccc2)cc1
0.5 | CCOC(=O)C(NCc1ccc2c(c1)OCO2)(NC(=O)c1ccccc1)C(F)(F)F (stereo not drawn)
-0.8 | COc1ccc(N/C=C2\C(=O)c3c(sc(C)c3C)N(C)S2(=O)=O)cc1
-2.9 | COc1cccc(/C=N/Nc2ncnc3scc(-c4ccccc4)c23)c1O
0.8 | CC(=O)c1sc(N/N=C/c2cccc(O)c2)nc1C
8.3 | CCCN1CCC(=O)N([C@H](CSc2ccc(OC)cc2)c2ccccc2)CC1
-4.3 | Cc1cc(C(F)(F)F)c(C#N)c(SCC(=O)Nc2nc3ccccc3s2)n1
19.6* | CCOc1ccc2nc(NC(=O)CSc3nc(SC)ns3)sc2c1
-2.1 | Cc1ccc(SC(C)C(=O)Nc2c(C)n(C)n(-c3ccccc3)c2=O)cc1 (stereo not drawn)

Single entries from the list:
TTR transcr act, `N#Cc1ccc(NC(=S)/N=C(\N)c2ccccc2)cc1` reads -2.1
TTR transcr act, `CCOc1ccc2nc(NC(=O)CSc3nc(SC)ns3)sc2c1` reads 19.6*
TTR transcr act, `Cc1ccc(SC(C)C(=O)Nc2c(C)n(C)n(-c3ccccc3)c2=O)cc1` (stereo not drawn) reads -2.1

Following part
TTR transcr act | Compound
-0.9 | COc1ccc(Br)cc1S(=O)(=O)NCc1ccccn1
0.8 | CS(=O)(=O)Nc1ccc(C(=O)Nc2ccccc2Sc2ccccc2)cc1
0.8 | CCOc1ccc(S(=O)(=O)NCc2ccc(OC)cc2)c2cccnc12
-3.0 | CCN(CC)c1ccc(N=Cc2ccc(N(CC)CC)cc2O)cc1
1.9 | CCC(C)NC(=O)C1CCCN(C(=O)Nc2ccc(F)cc2)C1 (stereo not drawn)
2.8 | CCC(=O)Nc1ccc(C(=O)N/N=C/c2c(C)[nH]c3ccccc23)cc1
1.3 | CCc1nc(C)cn1S(=O)(=O)c1cc(C)c(OC)cc1C
12.0* | COc1ccc(/C=C/C(=O)N/C(=C\c2ccco2)C(=O)NCCc2nc3ccccc3[nH]2)cc1
-1.5 | COc1ccc(C(=O)N2CCCC(CCC(=O)N3CCN(c4ccccn4)CC3)C2)cc1 (stereo not drawn)
2.0 | C#CC(CC)(CC)NC(=O)NC1CCCCC1
-2.1 | COc1ccc(C(=O)N/N=C(\C)CC(=O)Nc2ccc(Cl)cn2)cc1
-0.8 | c1ccc(Cc2noc(CN3CCN(C4CCc5ccccc5C4)CC3)n2)cc1 (stereo not drawn)
-1.2 | Cc1cccc(C)c1N1CCN(S(=O)(=O)N2CCCCC2)CC1
-4.0 | O=C(NCCNc1ccnc2cc(Cl)ccc12)c1ccccc1F
3.1 | O=S(=O)(Nc1ccc(C(F)(F)F)cc1)c1cccs1
-5.6 | Cc1ccc(S[C@@H](CCN2CC[C@H](C(C)(C)C)CCC2=O)c2ccccc2)cc1
-5.2 | Cc1ccc(-c2csc(N(CCO)CCCn3c(C(F)(F)F)nc4ccccc43)n2)cc1
-0.6 | COc1ccc(NC(=O)c2cn(CCC#N)nc2-c2cc3ccccc3o2)cc1
-0.2 | c1ccc(CNc2nc3ccccc3n3cnnc23)nc1
1.0 | Cc1ccc(NC(=O)c2ncn(CC(=O)NCc3nc4ccccc4[nH]3)n2)cc1C
2.3 | COc1ccc(C(=O)N2CCOC2CNC(=O)C(=O)NCc2ccccc2Cl)cc1 (stereo not drawn)
-2.7 | Cc1nc(-c2ccccc2)sc1C(=O)CSc1ccc(Cl)cc1
0.9 | Cc1ccc(-n2c(Cc3ccccc3)n[nH]c2=S)c(C)c1
-1.2 | Cc1cc(C(=O)COC(=O)c2cc(Cl)ccc2N)c(C)n1Cc1ccco1

Bioassay records from PubChem.
